ERb SRC1 inh = ER-beta (human) coactivator binding inhibition; Q92731; TR-FRET ER-beta LBD / SRC1-Cy5 peptide binding; receptor agonist-loaded with 1 µM estradiol; inhibition, % at 25.6 µM; actives 1.3% (n = 86,000); AID 633;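 active means compounds whose percent inhibition of the receptor-coactivator binding signal exceeds about 50% in the single-dose screen, limit read from the data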;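 further: 0% = receptor plus peptide wells without compound and 100% = peptide-only wells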
ERa coact inh = ER-alpha (human) coactivator binding inhibition | TR-FRET ER-alpha LBD / SRC-1 peptide, estradiol-bound | P03372 | actives 1.7% (n = 86,000) | inhibition, % at 25.6 µM; in the data active means inhibition above about 50%;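 further: 0% = receptor plus peptide control and 100% = peptide only without receptor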
FAK blocker = inhibitors of human focal adhesion kinase; actives 0.84% (n = 97,000); biochemical FAK kinase activity assay; inhibition, %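 (tested at 7 µM)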; Q05397; in the data active means inhibition above about 19%;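 further: 0% = DMSO and 100% = reference compound high control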
CD11b adhes enh = increases human CD11b/CD18 adhesion to fibrinogen. K562 CD11b/CD18 adhesion to fibrinogen, ATPlite luminescence. activation, % at 10 µM. actives 0.07% (n = 93,000);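 active means 10 µM primary screen giving 50% or more activity, confirmed by 40% or more on retest at that dose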; further: strong numbers were not always called active; reference of the scale not given here
Target sequence (P05107 whole entry, looked up, other chains not shown): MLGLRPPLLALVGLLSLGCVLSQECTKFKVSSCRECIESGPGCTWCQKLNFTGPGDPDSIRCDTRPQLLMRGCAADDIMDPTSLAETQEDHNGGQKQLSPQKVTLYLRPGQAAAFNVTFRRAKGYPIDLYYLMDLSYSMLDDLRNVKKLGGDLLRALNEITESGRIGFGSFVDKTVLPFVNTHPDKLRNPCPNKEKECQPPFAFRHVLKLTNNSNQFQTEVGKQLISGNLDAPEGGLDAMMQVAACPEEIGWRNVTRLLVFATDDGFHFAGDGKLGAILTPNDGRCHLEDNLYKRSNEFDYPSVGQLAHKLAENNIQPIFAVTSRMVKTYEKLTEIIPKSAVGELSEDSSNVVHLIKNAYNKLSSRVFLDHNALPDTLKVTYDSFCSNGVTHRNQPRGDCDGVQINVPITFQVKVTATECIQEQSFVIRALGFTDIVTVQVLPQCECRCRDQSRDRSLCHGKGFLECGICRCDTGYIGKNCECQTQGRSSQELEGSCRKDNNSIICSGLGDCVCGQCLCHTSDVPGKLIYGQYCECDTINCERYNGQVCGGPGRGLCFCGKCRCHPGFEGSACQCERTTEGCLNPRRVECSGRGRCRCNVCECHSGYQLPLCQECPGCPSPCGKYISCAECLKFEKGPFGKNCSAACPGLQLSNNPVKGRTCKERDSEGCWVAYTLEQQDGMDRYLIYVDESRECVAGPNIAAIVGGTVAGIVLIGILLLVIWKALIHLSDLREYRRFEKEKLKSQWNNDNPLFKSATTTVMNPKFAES
Rev-RRE block = HIV Rev-RRE protein-RNA interaction inhibition; P05866; Rev peptide-RRE RNA binding, FRET; inhibition, % at 8 µM; actives 0.79% (n = 97,000); AID 704;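 active means inhibition above the screen-wide mean plus 3 SD, cut at about 35% in these data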;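 further: 0% = median DMSO wells and 100% = median Neomycin B control wells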
Target sequence (P05866 whole entry, looked up): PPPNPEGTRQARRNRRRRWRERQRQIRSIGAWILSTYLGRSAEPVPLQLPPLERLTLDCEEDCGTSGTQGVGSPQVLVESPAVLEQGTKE
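Probe or stimulus: fluorescein-Rev peptide as binding partner; assay system: Cy5-tagged RRE RNA duplex with fluorescein-tagged Rev peptide; timing: 5 min compound–RNA preincubation, then 15 min with peptide, 25 °C; medium: HEPES pH 7.5 buffer with KCl, MgCl2, NaCl and EDTA; signal: fluorescein-to-Cy5 FRET, 480 nm excitation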
PLK1 kinase inh = PLK1 (human) kinase inhibition. P53350. recombinant PLK1 kinase, TR-FRET peptide phosphorylation. inhibition, % at 10 µM. actives 0.53% (n = 97,000). AID 619;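 active means inhibition of 50% or more in the single-concentration screen; inactive means inhibition below 50%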;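 further: 0% = DMSO max control and 100% = H-89 dihydrochloride min control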
ERa SRC1 pot = enhances coactivator binding to human estrogen receptor alpha | P03372 | TR-FRET ERalpha-LBD/SRC-Cy5 coactivator binding, 2 h; 100 = basal binding, no effect | coactivator binding (% of control), % at 25.6 µM | actives 1.3% (n = 86,000) | AID 639; in the data active means activity above about 200%;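 further: binding measured in presence of low estradiol as agonist stimulus; 0% = peptide alone without receptor and 100% = receptor with peptide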
PLK1 PBD inh = Plk1 (human) PBD binding inhibition; actives 0.13% (n = 97,000); inhibition, %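 (tested at about 20 µM)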; Plk1 PBD phosphopeptide binding, fluorescence polarization; in the data active means inhibition above about 34%, passing the limit was not always enough
Mac1 fbg inh = blocks human CD11b/CD18 adhesion to fibrinogen | inhibition, % at 10 µM | K562 CD11b/CD18 adhesion to fibrinogen, ATPlite luminescence; Mn2+ added to activate the integrin | actives 0.54% (n = 93,000) | P05107+P11215;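 active means primary inhibition of 50% or more at 10 µM, then 40% or more on retest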; further: some results filed as inactive read as strong as hits
An asterisk follows results filed as active; x = not tested or not shown; [ ] = remark or other dose. This is a random part of the collection. About 4.7% of those tested had a hit in this group.

SMILES	ERb SRC1 inh	ERa coact inh	FAK blocker	CD11b adhes enh	Rev-RRE block	PLK1 kinase inh	ERa SRC1 pot	PLK1 PBD inh	Mac1 fbg inh
CCOC(=O)c1c(C)n(CC(O)c2ccccc2)c2ccc(O)cc12 (stereo not drawn)	11	11	10	-1	14	-7	101	-14	-8
COc1ccc(CN2CCc3ccccc3C2)c(OC)c1OC	-7	5	-2	-2	5	-7	180	-8	-5
Cc1ccc(S(=O)(=O)N2CCCC2C(=O)OCc2nc3ccccc3s2)cc1 (stereo not drawn)	0	-4	9	-2	18	-15	90	-20	12
CCOC(=O)Nc1ccc(OC)cc1S(=O)(=O)N1CCCCC1	74*[fluorescence artefact?]	74*[fluorescence artefact?]	-4	1	-3	-4	66[fluorescence artefact?]	-33	3
COc1cccc(C(CC(=O)NCCN2CCOCC2)NS(=O)(=O)c2ccc(C)cc2)c1OC (stereo not drawn)	-4	-36	-6	-2	5	0	135	7	-22
Cn1c(-c2ccc(Br)o2)nc2cc(Br)ccc21	-3[fluorescence artefact?]	1	4	0	9	-7	163	-5	-9
CCN1CCN(CCNC(=O)C2CCCN(Cc3nc(-c4cccc(Cl)c4)oc3C)C2)CC1 (stereo not drawn)	-4[fluorescence artefact?]	-6	1	0	0	57*	90[fluorescence artefact?]	-3	6
CCNC(=O)/C=C1\NC(C)(C)Cc2c1ccc1ccccc21	-11	17	1	-1	-1	-6	98	-4	5
COc1cc(S(=O)(=O)N2CCN(c3ccccc3)CC2)ccc1Cl	-5	0	-1	-1	8	-7	126	-7	-12
O=S(=O)(c1ccc(Cl)cc1)N1CCCC1c1nc(-c2cccc(Cl)c2)no1 (stereo not drawn)	x	x	-6	7	15	-2	x	1	24
c1coc(CNC2CCCCC2)c1	-6[fluorescence artefact?]	-6	2	x	10	-8	100	-14	x
COc1ccccc1N(CC(=O)Nc1ccc(S(=O)(=O)N2CCCCC2)cc1)S(C)(=O)=O	-2	-7	0	x	9	-14	93	12	x
Cc1cc(NC(=O)c2ccc(S(=O)(=O)N3CCCC3)cc2)nc2c1c(=O)oc1ccccc12	-1[fluorescence artefact?]	4	-2	x	4	-55	132[fluorescence artefact?]	-14	x
CC(=O)NC(C)C(=O)OCc1ccc(Cl)cc1Cl (stereo not drawn)	3[fluorescence artefact?]	-2	-2	-1	3	-9	93	-20	-28
COc1cc(OC)cc(-c2cc3nc(C4CCN(C(=O)OC(C)(C)C)CC4)cc(=O)n3[nH]2)c1	7	7	-1	-2	-1	-9	86	-22	6
O=C(c1cc2ccccc2oc1=O)N1CCCC1	-21[fluorescence artefact?]	-17	-1	3	1	-14	102	6	-6
COc1ccccc1NC(=O)C1CCCN(c2cc(C)nc3ncnn23)C1 (stereo not drawn)	-2	-9	-1	x	-1	-13	122[fluorescence artefact?]	6	x
CC(C)(C)c1ccc(C2C3=C(CCCC3=O)NC3=C2C(=O)c2ccccc23)cc1 (stereo not drawn)	x	x	2	x	3	-15	x	24	x
CC(C)c1cc(C(N)=O)c(NC(=O)c2cccc(COc3ccc(Br)cc3)c2)s1	x	x	1	-2	16	-9	x	-13	-3
CCCOc1ccccc1NC(=O)CC1Nc2ccccc2NC1=O (stereo not drawn)	-3	6	1	x	6	-11	102	6	x
C=CCNc1ncnc2c1cnn2-c1ccc(OC)cc1	x	x	-2	-2	7	-4	x	-11	3
O=C(CSc1nnc(-c2cccs2)n1-c1ccccc1)N1CCOCC1	-4	6[fluorescence artefact?]	2	0	-1	-6	91	3	-9
O=C(CCc1ccc(S(=O)(=O)NC2CCCCC2)cc1)Nc1ccccc1	x	x	-3	-2	4	-3	x	11	-2
Cc1ccccc1OCC(O)Cn1c(NCc2ccco2)nc2c1c(=O)n(C)c(=O)n2C (stereo not drawn)	-11	-29	-1	2	6	-7	101[fluorescence artefact?]	30	4
CN/C=C1\C(=O)C(C)(C)Oc2ccc3ccc(=O)oc3c21	-3	2	3	7	4	-13	98	23	-38
COc1ccc(N2CCN(CCNC(=O)c3ccc(NC(=O)C4CCCO4)cc3)CC2)cc1 (stereo not drawn)	7	-7	x	4	x	x	120	x	1
O=C(c1ccccc1)N1CC(COc2ccccc2)OC(c2cccnc2)O1 (stereo not drawn)	-4[fluorescence artefact?]	1[fluorescence artefact?]	0	x	11	7	133	7	x
Cc1ccc(Oc2ccc(OCC(=O)OC3CCS(=O)(=O)C3)cc2)cc1 (stereo not drawn)	-13	-17[fluorescence artefact?]	0	x	4	-15	95	-32	x
COC(=O)c1sccc1NC(=O)c1csc(C)c1	17	0	0	-1	7	1	72	-30	-30
COC(=O)c1ccccc1NC(=O)C1CC(c2ccccc2O)=NO1 (stereo not drawn)	1	7	-2	-5	15	-9	107[fluorescence artefact?]	-7	-17
Cc1ccccc1C(=O)O/N=C1\CCS(=O)(=O)c2sccc21	x	x	6	0	2	-14	x	-18	-22
O=C1/C(=C/c2ccc([N+](=O)[O-])cc2)C=C(c2ccccc2)N1c1ccccc1	x	x	-3	1	-20	-12	x	19	-21
Cc1ccc(-n2cccc2C(=S)N=P(N(C)C)(N(C)C)N(C)C)cc1	8[fluorescence artefact?]	1	x	1	x	x	91[fluorescence artefact?]	x	-3
CCC(C)n1c(-c2ccco2)nc2nc3ccccc3nc21 (stereo not drawn)	11	9	2	x	15	-9	90[fluorescence artefact?]	-30	x
CCCc1cc(=O)n2[nH]c(C)nc2n1	2[fluorescence artefact?]	4[fluorescence artefact?]	2	2	7	-9	98	23	0
O=C(Cc1ccc(Cl)cc1)Nc1ccccc1N1CCOCC1	-17	-4	-4	x	0	-2	121	4	x
O=C(Nc1ccc([N+](=O)[O-])cc1)C1C(c2ccccc2)=C1c1ccccc1	x	x	7	-1	11	-5	x	1	-6
COC(=O)C(NC(=O)c1ccccc1C)(Nc1ncc(S(=O)(=O)c2ccc([N+](=O)[O-])cc2)s1)C(F)(F)F (stereo not drawn)	x	x	3	-1	10	-15	x	7	39
C(=N\n1cnnc1)/c1ccccc1OCCOc1ccccc1	-18	-2	0	4	4	0	107	16	-2
COCCCNc1nc2c(c(=O)n(C)c(=O)n2C)n1Cc1cccc(OC)c1	-6	-10[fluorescence artefact?]	0	x	1	-10	109	-9	x
CCOC(=O)c1c(NC(=O)OC)sc(C(=O)N(C)C)c1C	5	1	-2	-4	7	-1	92	-14	-19
CCC1CCCCN1CCCNC(=O)C1CCN(S(=O)(=O)N2CCCCC2)CC1 (stereo not drawn)	3[fluorescence artefact?]	-1[fluorescence artefact?]	1	x	3	-6	118	-11	x
COc1ccc(-c2nc(CC(=O)O)cs2)cc1	2	-3	0	0	5	-8	115	10	13
O=C(Cc1ccccc1)N/N=C/C=C/c1cccc([N+](=O)[O-])c1	x	x	-3	x	3	-6	x	33	x
CCOC(=O)c1ccc(N2C(=O)CC(N3CCC(O)(c4ccc(Cl)cc4)CC3)C2=O)cc1 (stereo not drawn)	-3	-6	1	-1	10	-10	89	5	-5
COc1ccc(S(=O)(=O)NCCSCc2ccco2)cc1C	-2	6	0	x	6	-10	91	14	x
Cc1cnn(-c2ccc3nnc(-c4ccc(Cl)cc4)n3n2)c1	29	26[fluorescence artefact?]	7	30	-2	-20	329*[fluorescence artefact?]	-17	-10
CCOC(=O)CNC(=O)Cn1cnc2sc(C)c(S(=O)(=O)N3CCC(C)CC3)c2c1=O	x	x	4	x	6	2	x	30	x
Nc1nc(-c2ccco2)nc(N2CCCCC2)n1	-2	-6	3	-3	-2	2	126	-6	51
O=C(CSc1ccccc1)Nc1ccc(N2CCN(c3ccccc3)CC2)c(F)c1	x	x	-4	8	8	2	x	-3	5
Cc1ccc(Cn2c(Sc3nccc(C)n3)nc3c2c(=O)[nH]c(=O)n3C)cc1	-1	35	-6	2	-3	-6	90	-9	-11
CCOc1ccc2oc(-c3ccccc3)c(C(=O)N3CCN(C)CC3)c2c1	4	-3[fluorescence artefact?]	1	-2	3	-15	122	3	-5
Cc1csc2ncc(C(=O)N3CCc4ccccc43)c(=O)n12	27[fluorescence artefact?]	17	1	x	10	-6	89	-19	x
O=C(CC1(C(F)(F)F)OCCO1)Nc1ccc2c(c1)OCO2	-3[fluorescence artefact?]	1	-4	2	5	1	127	18	0
Cc1nn(-c2ccccn2)c2c1C(c1ccsc1)C1=C(CCCC1=O)N2 (stereo not drawn)	7[fluorescence artefact?]	4	x	-4	x	x	101	x	-12
CN1CCC(N(C)C(=O)CCc2nc3ccccc3c(=O)[nH]2)CC1	-6	-8	0	x	15	-4	112	-4	x
CCc1[nH]nc2c1C(c1cccc(OC(=O)N3CCOCC3)c1)C(C#N)=C(N)O2 (stereo not drawn)	-4	-32	-3	3	1	-5	563*	7	-34
O=C1CN(C(=O)COc2ncnc3ccccc23)c2ccccc2N1	9	1	-2	-3	5	0	106	3	-46
CC(C)(Oc1ccc(-c2ccco2)cc1)C(=O)O	4[fluorescence artefact?]	1	x	-1	x	x	99	x	-4
Cc1cc2n(n1)SC(Nc1cc(Cl)ccc1Cl)N2 (stereo not drawn)	-4	-4	6	x	-1	-6	86	-25	x
The results go on.
SMILES	ERb SRC1 inh	ERa coact inh	FAK blocker	CD11b adhes enh	Rev-RRE block	PLK1 kinase inh	ERa SRC1 pot	PLK1 PBD inh	Mac1 fbg inh
O=C(OCCN(C1=NS(=O)(=O)c2ccccc21)c1ccc(Cl)cc1)c1ccco1	-2	0	-4	-3	-5	-14	88	-26	0
NC(=O)C1CCN(c2nc(C3CC3)nc3c2nnn3Cc2ccccc2Cl)CC1	-31	-18	0	1	2	-1	107[fluorescence artefact?]	20	22
Cc1ccc(C(=O)C(NC(=O)c2ccco2)Nc2sc3c(c2C(N)=O)CCCC3)cc1 (stereo not drawn)	5	1	1	x	-4	-2	99	8	x
O=CNC(Cc1ccccc1)C(=O)O (stereo not drawn)	2	-9	1	0	10	-6	100	-18	15
COc1ccc(/C(N)=N/OC(=O)CSc2ccc(C)cc2)cc1OC	-11	-7	0	-5	9	-7	99	7	-4
N#C/C(=C\c1ccc(Oc2ccc(C(F)(F)F)cc2[N+](=O)[O-])cc1)c1nc2ccccc2[nH]1	x	x	1	82*	8	-8	x	14	3
Cc1ccccc1NC(=O)c1c(O)c2cccc3c2n(c1=O)CCC3	8[fluorescence artefact?]	7[fluorescence artefact?]	x	-2	x	x	108[fluorescence artefact?]	x	-2
COCCN(C(=O)C1CCC1)c1nnc(-c2cccnc2)s1	-12	-2	-1	-8	10	3	139	-10	-8

Compound profiles (already shown). Values in the order: ERb SRC1 inh	ERa coact inh	FAK blocker	CD11b adhes enh	Rev-RRE block	PLK1 kinase inh	ERa SRC1 pot	PLK1 PBD inh	Mac1 fbg inh
Entry for `Cc1ccccc1NC(=O)c1c(O)c2cccc3c2n(c1=O)CCC3` = 8[fluorescence artefact?]	7[fluorescence artefact?]	x	-2	x	x	108[fluorescence artefact?]	x	-2
Entry for `O=C(OCCN(C1=NS(=O)(=O)c2ccccc21)c1ccc(Cl)cc1)c1ccco1` = -2	0	-4	-3	-5	-14	88	-26	0

From PubChem BioAssay
